Screening results: PubChem BioAssay, Sanford-Burnham Center for Chemical Genomics
HEK293 NOD2/NF-kB – NOD2 signaling inhibitors, cell-based, luminescence, uHTS, HEK293 (AID 1566); HEK293 NOD2/NF-kB luciferase reporter, luminescence; higher % means a stronger effect; one-dose inhibition, % at 4 µM; EC50 in µM for titrated hits; 290,000 compounds, 0.63% hits; in the data active = inhibition above about 50%; note: many of its hits are not listed in these tables
Lipid droplet – inhibitors of hepatocyte lipid droplet formation, primary screen, imaging, high-throughput imaging, BODIPY stain; AML12 mouse hepatocytes, oleate lipid droplets; inhibition, % at 6.5 µM; 240,000 compounds, 0.4% hits;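 active = lipid droplet intensity inhibited by at least 50%, with more than 500 cells counted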
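Assay system: AML12 hepatocytes (mouse); Probe or stimulus: oleic acid at 100 µM to induce lipid droplet formation; Dosing: compound at 6.5 µM only; Schedule: compound with oleate, overnight; Detection: fluorescence imaging, 20x objective, two fields per well; Measure: % inhibition of lipid droplet signal.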
Lipid droplet cells 6.5 µM – recorded beside Lipid droplet, whose call it bears; cell count; measured here: cell count, cytotoxicity flag;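 cells counted across two imaged fields per well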
Starred values were filed as active, the others as inactive. An excerpt; count on the stated rates, not on these rows.

How did COc1cc(CC(=O)NC(c2ccccc2)c2ccccc2)cc(OC)c1OC do in these assays?
HEK293 NOD2/NF-kB: 18.7%; Lipid droplet: 15.7; Lipid droplet cells 6.5 µM: 823

What do the screens show for `Cc1nnc(SCC(=O)N2CCCC(N3CCN(c4ccc(F)cc4)CC3)C2)o1` (configuration not stated)?
HEK293 NOD2/NF-kB: 1.2%; Lipid droplet: 21.1; Lipid droplet cells 6.5 µM: 787

How did CCS(=O)(=O)N1CCC(C(=O)Oc2ccc(C(=O)OC)cc2)CC1 do in these assays?
HEK293 NOD2/NF-kB: -10.0%; Lipid droplet: 10.7; Lipid droplet cells 6.5 µM: 829

How did CC1CN(CC(=O)NCc2ccccc2)CC(C)O1 (configuration not stated) do in these assays?
HEK293 NOD2/NF-kB: -6.3%; Lipid droplet: 3.0; Lipid droplet cells 6.5 µM: 747

How did O=C(Nc1ccc(F)cc1)c1oc2ccccc2c1NC(=O)C1CC1 do in these assays?
HEK293 NOD2/NF-kB: -18.3%; Lipid droplet: 13.3; Lipid droplet cells 6.5 µM: 762

Results for O=C(c1ccc2oc(CCCc3ccccc3)nc2c1)N1CCCCC1CO (configuration not stated) ?
HEK293 NOD2/NF-kB: -55.4%; Lipid droplet: -11.6; Lipid droplet cells 6.5 µM: 656

What do the screens show for `Cc1ccc(N(CC(=O)NCc2ccc(F)cc2)C(=O)c2ccco2)cc1C`?
HEK293 NOD2/NF-kB: 20.2%; Lipid droplet: -52.5; Lipid droplet cells 6.5 µM: 829

How did c1ccc2c(CN3CCSCC3)cccc2c1 do in these assays?
HEK293 NOD2/NF-kB: 4.0%; Lipid droplet: 0.1; Lipid droplet cells 6.5 µM: 792

What do the screens show for `C/C(CC(=O)Nc1ccc2c(c1)OCCO2)=N\NC(=O)COc1cccc(C)c1`?
HEK293 NOD2/NF-kB: -13.6%; Lipid droplet: -3.9; Lipid droplet cells 6.5 µM: 803

Results for CCCCc1nc2cc(C(=O)N3CCNC(=O)C3CC(=O)OC)ccc2o1 (configuration not stated) ?
HEK293 NOD2/NF-kB: -6.5%; Lipid droplet: -2.4; Lipid droplet cells 6.5 µM: 792

Entries from the list above with fluorine, in the order listed:
What do the screens show for `Cc1nnc(SCC(=O)N2CCCC(N3CCN(c4ccc(F)cc4)CC3)C2)o1` (configuration not stated)?
HEK293 NOD2/NF-kB: 1.2%; Lipid droplet: 21.1; Lipid droplet cells 6.5 µM: 787

How did O=C(Nc1ccc(F)cc1)c1oc2ccccc2c1NC(=O)C1CC1 do in these assays?
HEK293 NOD2/NF-kB: -18.3%; Lipid droplet: 13.3; Lipid droplet cells 6.5 µM: 762

What do the screens show for `Cc1ccc(N(CC(=O)NCc2ccc(F)cc2)C(=O)c2ccco2)cc1C`?
HEK293 NOD2/NF-kB: 20.2%; Lipid droplet: -52.5; Lipid droplet cells 6.5 µM: 829

The list goes on:
What do the screens show for `O=C(NNC(=O)c1ccc(Cn2cccn2)o1)NC12CC3CC(CC(C3)C1)C2`?
HEK293 NOD2/NF-kB: -6.3%; Lipid droplet: 16.8; Lipid droplet cells 6.5 µM: 672

Results for Cc1cccc(N2CCN(S(=O)(=O)c3ccc(-c4ccc(=O)[nH]n4)o3)CC2)c1C ?
HEK293 NOD2/NF-kB: -4.2%; Lipid droplet: -0.7; Lipid droplet cells 6.5 µM: 590

Results for C[C@@H]1C(NC(=O)c2ccccc2)CC2CC1C2(C)C (some centres not stated) ?
HEK293 NOD2/NF-kB: -3.4%; Lipid droplet: -5.6; Lipid droplet cells 6.5 µM: 778

Results for C(=N\N=C\c1ccccn1)/c1ccccn1 ?
HEK293 NOD2/NF-kB: 16.8%; Lipid droplet: 0.2; Lipid droplet cells 6.5 µM: 736

Results for CCOc1ccc(/C=N/NC(=O)c2nnn(-c3nonc3N)c2CN(C)C2CCCCC2)cc1 ?
HEK293 NOD2/NF-kB: 4.9%; Lipid droplet: -7.9; Lipid droplet cells 6.5 µM: 734

Results for O=S(=O)(NCc1cccs1)c1ccc(Cl)s1 ?
HEK293 NOD2/NF-kB: -7.9%; Lipid droplet: -9.2; Lipid droplet cells 6.5 µM: 811

What do the screens show for `COc1ccc(S(=O)(=O)N2CCN(C(=O)CC(C)C)CC2)cc1`?
HEK293 NOD2/NF-kB: 10.8%; Lipid droplet: 2.1; Lipid droplet cells 6.5 µM: 810

How did COc1cc(Br)cc2cc(C(=O)N3CCOCC3)c(=O)oc12 do in these assays?
HEK293 NOD2/NF-kB: 7.6%; Lipid droplet: 2.5; Lipid droplet cells 6.5 µM: 867

How did CCn1cc(Cl)c(C(=O)Nc2c(C)nn(Cc3c(F)c(F)c(F)c(F)c3F)c2C)n1 do in these assays?
HEK293 NOD2/NF-kB: -4.1%; Lipid droplet: -21.6; Lipid droplet cells 6.5 µM: 839

What do the screens show for `CC(Sc1n[nH]c(N)n1)C(=O)NC1CCCCC1C` (configuration not stated)?
HEK293 NOD2/NF-kB: 7.9%; Lipid droplet: -0.1; Lipid droplet cells 6.5 µM: 901

Results for O=C(c1ccccc1)n1c(=O)c(F)cn(COCCBr)c1=O ?
HEK293 NOD2/NF-kB: -5.8%; Lipid droplet: -0.7; Lipid droplet cells 6.5 µM: 798

How did Cc1ccc(S(=O)(=O)NCC(C)n2cncn2)cc1C (configuration not stated) do in these assays?
HEK293 NOD2/NF-kB: -5.8%; Lipid droplet: -2.6; Lipid droplet cells 6.5 µM: 806

How did O=C(CN1C(=O)c2ccccc2C1=O)N1CCN(S(=O)(=O)c2ccccc2)CC1 do in these assays?
HEK293 NOD2/NF-kB: -4.2%; Lipid droplet: 0.0; Lipid droplet cells 6.5 µM: 871

How did COc1ccc(C)cc1NC(=O)c1c([N+](=O)[O-])cnn1C do in these assays?
HEK293 NOD2/NF-kB: 6.8%; Lipid droplet: -6.6; Lipid droplet cells 6.5 µM: 808

How did CCCC(C(=O)NC1CCCC1)N(C(=O)c1snc(C(N)=O)c1N)c1ccc(OCC)cc1 (configuration not stated) do in these assays?
HEK293 NOD2/NF-kB: 1.8%; Lipid droplet: 7.2; Lipid droplet cells 6.5 µM: 760

How did O=C(CNC(=O)c1ccco1)Nc1ccc(Cl)cc1 do in these assays?
HEK293 NOD2/NF-kB: -49.5%; Lipid droplet: 2.5; Lipid droplet cells 6.5 µM: 740

What do the screens show for `Cc1ccc(-c2noc(CCC(=O)NC3CC3)n2)cc1`?
HEK293 NOD2/NF-kB: 4.7%; Lipid droplet: 3.9; Lipid droplet cells 6.5 µM: 763

Results for O=C(Cc1ccccc1Cl)N/N=C/c1cccnc1 ?
HEK293 NOD2/NF-kB: 6.2%; Lipid droplet: 9.7; Lipid droplet cells 6.5 µM: 697

How did CCN(c1ccccc1)S(=O)(=O)c1nnc(NC(=O)c2ccco2)s1 do in these assays?
HEK293 NOD2/NF-kB: 6.7%; Lipid droplet: 6.3; Lipid droplet cells 6.5 µM: 801

How did CC(OC(=O)CN1C(=O)C2CC=CCC2C1=O)C(=O)Nc1ccc(F)cc1Cl (configuration not stated) do in these assays?
HEK293 NOD2/NF-kB: 5.7%; Lipid droplet: 4.2; Lipid droplet cells 6.5 µM: 595

Results for CCCCOc1ccc(N(CC(=O)NC2CCCCC2)C(=O)c2snc(C(N)=O)c2N)cc1 ?
HEK293 NOD2/NF-kB: 2.8%; Lipid droplet: 21.9; Lipid droplet cells 6.5 µM: 697

How did CN(C)CCCNC(=O)N1c2ccccc2C=Cc2ccccc21 do in these assays?
HEK293 NOD2/NF-kB: 2.1%; Lipid droplet: -7.1; Lipid droplet cells 6.5 µM: 812

How did CC1CCCCN1CC(O)COCc1ccccc1 (configuration not stated) do in these assays?
HEK293 NOD2/NF-kB: 8.7%; Lipid droplet: 0.9; Lipid droplet cells 6.5 µM: 665

What do the screens show for `CCOc1ccc(S(=O)(=O)n2cnc(C)c2)cc1`?
HEK293 NOD2/NF-kB: 12.4%; Lipid droplet: -2.9; Lipid droplet cells 6.5 µM: 820

How did Cc1ccc(CC(=O)NC2CCN(Cc3ccccc3)CC2)cc1 do in these assays?
HEK293 NOD2/NF-kB: -13.1%; Lipid droplet: -1.0; Lipid droplet cells 6.5 µM: 825

Results for COc1ccc(OC)c(-c2csc(N(C)C(=O)c3ccco3)n2)c1 ?
HEK293 NOD2/NF-kB: 8.4%; Lipid droplet: -0.8; Lipid droplet cells 6.5 µM: 785

Results for CCOC(=O)c1cnc2c(C)c(Cl)ccc2c1N1CCN(CC)CC1 ?
HEK293 NOD2/NF-kB: -7.8%; Lipid droplet: -0.7; Lipid droplet cells 6.5 µM: 823

Results for CSc1ccc(S(=O)(=O)N2CCC(C(=O)NCCN3CCOCC3)CC2)cc1 ?
HEK293 NOD2/NF-kB: -8.0%; Lipid droplet: -1.1; Lipid droplet cells 6.5 µM: 768

Results for O=C(O)c1ccc(N2CCN(Cc3ccc4c(c3)OCO4)CC2)c([N+](=O)[O-])c1 ?
HEK293 NOD2/NF-kB: -1.4%; Lipid droplet: 21.4; Lipid droplet cells 6.5 µM: 836

What do the screens show for `O=C(CNC(=O)N1CC(=O)Nc2ccccc21)NCc1ccccc1`?
HEK293 NOD2/NF-kB: 8.5%; Lipid droplet: -12.5; Lipid droplet cells 6.5 µM: 648

What do the screens show for `C=CCN(C(=O)CCC(=O)Nc1cc(C)on1)C(C(=O)NC1CCCC1)c1ccc(CC)cc1` (configuration not stated)?
HEK293 NOD2/NF-kB: 2.7%; Lipid droplet: 10.0; Lipid droplet cells 6.5 µM: 743

What do the screens show for `CC(=O)c1cccc(NC(=O)C2CCN(C(=O)c3cccs3)CC2)c1`?
HEK293 NOD2/NF-kB: 6.7%; Lipid droplet: -3.1; Lipid droplet cells 6.5 µM: 721

Results for COc1ccc(-c2nc(CS(=O)CC(=O)NC(C)CCc3ccccc3)c(C)o2)cc1OC (configuration not stated) ?
HEK293 NOD2/NF-kB: -1.9%; Lipid droplet: -12.5; Lipid droplet cells 6.5 µM: 742

How did COc1ccc(CNC(=O)C2CCN(S(=O)(=O)c3ccc4c(c3)N(C(C)=O)CCO4)CC2)cc1 do in these assays?
HEK293 NOD2/NF-kB: 17.9%; Lipid droplet: -1.7; Lipid droplet cells 6.5 µM: 726

How did CCC(C(=O)NCCCN1CCCC1=O)n1c2ccccc2c2nc(=O)cc(C)n21 (configuration not stated) do in these assays?
HEK293 NOD2/NF-kB: 9.6%; Lipid droplet: -4.0; Lipid droplet cells 6.5 µM: 693

How did O=C(NNC(=O)C12CC3CC(CC(C3)C1)C2)c1cccc(O)c1 do in these assays?
HEK293 NOD2/NF-kB: 6.9%; Lipid droplet: 22.0; Lipid droplet cells 6.5 µM: 765

How did COc1ccc(NC(=O)C2CCC(CNS(=O)(=O)c3csc(C(N)=O)c3)CC2)cc1OC (configuration not stated) do in these assays?
HEK293 NOD2/NF-kB: -7.3%; Lipid droplet: 8.0; Lipid droplet cells 6.5 µM: 697

What do the screens show for `C=CCOc1cccc(/C=N/NC(=O)CC(=O)NC2CCCCC2)c1`?
HEK293 NOD2/NF-kB: 5.5%; Lipid droplet: 21.7; Lipid droplet cells 6.5 µM: 660

How did CCOC(=O)C1(Cc2cccc(Cl)c2)CCCN(C(=O)CN2C(=O)CSC2=O)C1 (configuration not stated) do in these assays?
HEK293 NOD2/NF-kB: -22.4%; Lipid droplet: -12.3; Lipid droplet cells 6.5 µM: 818

What do the screens show for `O=C(CSc1nnc(NC(=O)C2CC2)s1)NCc1ccc(F)cc1`?
HEK293 NOD2/NF-kB: 5.2%; Lipid droplet: 2.2; Lipid droplet cells 6.5 µM: 824

Results for Cc1cccnc1NC(=O)c1cccc(S(=O)(=O)N2CCCc3ccccc32)c1 ?
HEK293 NOD2/NF-kB: 0.8%; Lipid droplet: -34.1; Lipid droplet cells 6.5 µM: 719

What do the screens show for `COC(CN(C)C(=O)c1ccc2c(c1)NC(=O)c1ccccc1S2)OC`?
HEK293 NOD2/NF-kB: 8.9%; Lipid droplet: 4.1; Lipid droplet cells 6.5 µM: 837

How did Nc1c(-c2ccccc2)sc2ccc3ccccc3[n+]12 do in these assays?
HEK293 NOD2/NF-kB: -2.1%; Lipid droplet: -2.8; Lipid droplet cells 6.5 µM: 648

What do the screens show for `Cc1ccccc1NC(=O)c1ccc2nc(N3CCOCC3)sc2c1`?
HEK293 NOD2/NF-kB: -7.4%; Lipid droplet: -1.2; Lipid droplet cells 6.5 µM: 798

What do the screens show for `O=C(O)CSc1c2c(nc3cc(C(=O)Nc4cccc(C(F)(F)F)c4)ccc13)CCC2`?
HEK293 NOD2/NF-kB: 6.6%; Lipid droplet: -2.7; Lipid droplet cells 6.5 µM: 675

How did CCOC(=O)C1CCN(S(=O)(=O)c2ccc(-c3ccc(=O)[nH]n3)o2)CC1 do in these assays?
HEK293 NOD2/NF-kB: -14.2%; Lipid droplet: 7.1; Lipid droplet cells 6.5 µM: 785

How did CCc1ccc(S(=O)(=O)Nc2ccc(Cl)cn2)cc1 do in these assays?
HEK293 NOD2/NF-kB: 9.7%; Lipid droplet: 15.0; Lipid droplet cells 6.5 µM: 810

What do the screens show for `COc1ccc(C(C(=O)NC2CCCC2)N(C(=O)c2ccco2)c2ccccc2OC)cc1` (configuration not stated)?
HEK293 NOD2/NF-kB: 11.6%; Lipid droplet: -19.7; Lipid droplet cells 6.5 µM: 803

Structures shown so far that contain a nitro group on carbon:
How did COc1ccc(C)cc1NC(=O)c1c([N+](=O)[O-])cnn1C do in these assays?
HEK293 NOD2/NF-kB: 6.8%; Lipid droplet: -6.6; Lipid droplet cells 6.5 µM: 808

Results for O=C(O)c1ccc(N2CCN(Cc3ccc4c(c3)OCO4)CC2)c([N+](=O)[O-])c1 ?
HEK293 NOD2/NF-kB: -1.4%; Lipid droplet: 21.4; Lipid droplet cells 6.5 µM: 836
